Source: PubChem BioAssay (several laboratories)
PfHsp40 rescue = rescue of PfHsp40-mediated yeast toxicity | growth rescue, % at 12.5 µM | 340,000 tested, 0.68% active | AID 504582 | S. cerevisiae expressing PfHsp40, growth rescue, ATP luminescence; in the data active = growth rescue above about 28%, passing the limit was not always enough;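 note: yeast W303a lacking pdr1 and pdr3 grown in galactose medium; growth measured after three days at 30 °C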
VHR inh abs = blocks human VHR1 dual specificity phosphatase. P51452. recombinant VHR phosphatase, pNPP absorbance. inhibition, % at 13.3 µM. 290,000 tested, 0.52% active. AID 1654; in the data active = inhibition above about 50%; note: some compounds called inactive have numbers as strong as hits
Target sequence (P51452 whole entry, looked up): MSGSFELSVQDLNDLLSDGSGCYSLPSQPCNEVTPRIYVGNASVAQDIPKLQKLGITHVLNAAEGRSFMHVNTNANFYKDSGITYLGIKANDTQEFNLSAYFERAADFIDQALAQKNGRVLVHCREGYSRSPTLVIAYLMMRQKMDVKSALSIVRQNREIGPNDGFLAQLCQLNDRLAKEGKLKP
BH1578 lux ind = induces V. cholerae light production without autoinducers. V. cholerae BH1578 lux reporter, luminescence, 6 h. activation, % at 18.7 µM. 350,000 tested, 0.16% active; in the data active = activation mostly above about 9.7%, no sharp cut-off; note: not every result past the cut was called active; inactives centre near 0; reference of the scale not given here
MazF activator = increases E. coli MazEF RNase cleavage of RNA; P0AE70; FAM/BHQ RNA-DNA oligo cleavage fluorescence, 5 h; activation, % at 20 µM; 350,000 tested, 0.32% active; in the data active = activation above about 50%
Target sequence (P0AE70 whole entry, looked up): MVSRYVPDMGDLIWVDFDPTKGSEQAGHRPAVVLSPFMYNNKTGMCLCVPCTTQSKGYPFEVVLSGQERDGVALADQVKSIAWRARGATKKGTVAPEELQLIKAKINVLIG
Y pestis TopoI = Y. pestis Topo-I inhibition via cleavage products. Y. pestis Topo-I cleavage product accumulation, plate reader. AID 504884. activity, % at 10 µM. 360,000 tested, 0.064% active; in the data active = activity above about 50%, passing the limit was not always enough; note: inactives centre near 2
Anthrax LF prot = anthrax lethal factor protease inhibition | P15917 | multiplex microsphere protease cleavage assay, LF | inhibition, % at 10 µM | 360,000 tested, 0.12% active | AID 588501; in the data active = inhibition above about 30%; note: plate controls were buffer without enzyme for full effect and enzyme alone for no effect
3CLpro inhibitor = SARS-CoV 3CLpro protease inhibition. inhibition, % at 6 µM. AID 1706. recombinant SARS-CoV 3CLpro, quenched FRET peptide cleavage. P0C6X7. 290,000 tested, 0.14% active; in the data active = inhibition above about 12%
TcdB GH inh = inhibitors of Clostridioides difficile toxin B glycohydrolase. 350,000 tested, 0.24% active. TcdB glycohydrolase enzymatic assay, plate reader. inhibition, % at 9.99 µM; in the data active = inhibition above about 10%
Rv3671c protease = Rv3671c (M. tuberculosis) protease inhibition. 320,000 tested, 0.048% active. AID 2606. P9WHR9. inhibition, % at 5.96 µM; in the data active = inhibition above about 38%;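 note: extracellular domain of Rv3671c used as enzyme; 0% = enzyme with DMSO and 100% = no enzyme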
Target sequence (P9WHR9 whole entry, looked up, the tested form may be a part): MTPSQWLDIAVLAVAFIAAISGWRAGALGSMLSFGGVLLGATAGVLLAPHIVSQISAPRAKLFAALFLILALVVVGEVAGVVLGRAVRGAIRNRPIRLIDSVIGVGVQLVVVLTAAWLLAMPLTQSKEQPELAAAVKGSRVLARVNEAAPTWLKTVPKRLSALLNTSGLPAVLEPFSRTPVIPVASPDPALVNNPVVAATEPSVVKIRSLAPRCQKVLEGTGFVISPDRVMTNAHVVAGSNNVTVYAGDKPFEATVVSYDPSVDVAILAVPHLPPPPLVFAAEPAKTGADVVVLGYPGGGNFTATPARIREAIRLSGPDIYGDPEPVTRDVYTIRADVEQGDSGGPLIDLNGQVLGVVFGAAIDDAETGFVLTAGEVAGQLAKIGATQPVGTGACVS
PriA SSB inh = K. pneumoniae PriA-SSBct interaction inhibition | inhibition, % at 33 µM | 430,000 tested, 0.6% active | AID 1272365 | AlphaScreen SSBct-PriA binding, biotinylated peptide; in the data active = inhibition mostly above about 37%, no sharp cut-off; inactive = mostly below about 20%;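 note: plate controls were negative control peptide for no effect and reference peptide for full effect; strong numbers were not always called active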
Numbers without * were called inactive; i = inactive; . = not tested or not shown; & = joins results of further samples.

Sample of the layout, twelve compounds:
Second line of a record: PfHsp40 rescue	VHR inh abs	BH1578 lux ind	MazF activator	Y pestis TopoI	Anthrax LF prot	3CLpro inhibitor	TcdB GH inh	Rv3671c protease	PriA SSB inh
O=S(=O)(NCc1ccco1)c1cnc(Cl)c(Cl)c1
    1.3	-18	-0.1	4	-12	1	-1	0.9	8	-4
O=C(CCN1CCCCC1)Nn1c(=S)[nH]c2ccccc2c1=O
    -0.3	-2	i	-1	-3	-2	-2	.	-2	-7
COc1ccc(CN(C2CCCCC2C)S(=O)(=O)c2ccc(S(=O)(=O)N(C)C)cc2)cc1OC (centres undefined)
    0.3	4	-0.3	2	-5	0	1	-0.9	-2	-5
CC1CCCN(C(=O)C2CC(=O)N(c3ccc(Cl)cc3)C2)C1 (centres undefined)
    0.0	15	i	5	4	-2	6	-1.0	1	8
Cc1ccc2[nH]c3c(=O)n(CCC4=CCCCC4)cnc3c2c1
    .	20	.	-13	.	.	2	.	13	-16
C=CCNC(=O)c1ccc(Cn2c(=S)[nH]c3cc4c(cc3c2=O)OCO4)cc1
    0.1	41	-0.2	2	2	-11	-2	.	-31	-27
O=C(NCc1ccccc1)C(c1ccco1)N(C(=O)c1csnn1)C1CC1 (centres undefined)
    -1.2	20	-0.4	5	3	-1	-3	-1.4	-1	9
COc1ccc(C(=O)Nc2c3c(nn2-c2cccc(Cl)c2)CS(=O)C3)cc1 (centres undefined)
    0.0	21	-2.9	5	7	-4	4	.	-2	-14
Cc1ccc(C)c(NC(=O)C(OC(=O)c2cnc(C)cn2)c2ccccc2)c1 (centres undefined)
    1.2	.	i	-1	-1	0	.	-2.0	2	-2
Cc1ccc(C(=O)NNC(=O)C(NC(=O)c2cccc(C)c2)C(C)C)cc1 (centres undefined)
    -0.5	.	i	0	-2	-4	.	1.4	-2	-8
COc1ccc(CCNC(=O)c2cc(-c3ccco3)on2)cc1OC
    -1.1	18	-0.2	2	5	-3	0	0.5	3	-6
CC1(C)C[C@H]2C3=CCC4[C@@]5(C)CC[C@H](O)[C@@](C)(CO)C5CC[C@@]4(C)[C@]3(C)C[C@@H](O)[C@@]2(CO)[C@@H](O)[C@@H]1O (some centres undefined)
    -2.1	.	-0.2	4	6	7	.	0.4	-2	-4

Results, from the start:
Second line of a record: PfHsp40 rescue	VHR inh abs	BH1578 lux ind	MazF activator	Y pestis TopoI	Anthrax LF prot	3CLpro inhibitor	TcdB GH inh	Rv3671c protease	PriA SSB inh
O=S(=O)(NCc1ccco1)c1cnc(Cl)c(Cl)c1
    1.3	-18	-0.1	4	-12	1	-1	0.9	8	-4
O=C(CCN1CCCCC1)Nn1c(=S)[nH]c2ccccc2c1=O
    -0.3	-2	i	-1	-3	-2	-2	.	-2	-7
COc1ccc(CN(C2CCCCC2C)S(=O)(=O)c2ccc(S(=O)(=O)N(C)C)cc2)cc1OC (centres undefined)
    0.3	4	-0.3	2	-5	0	1	-0.9	-2	-5
CC1CCCN(C(=O)C2CC(=O)N(c3ccc(Cl)cc3)C2)C1 (centres undefined)
    0.0	15	i	5	4	-2	6	-1.0	1	8
Cc1ccc2[nH]c3c(=O)n(CCC4=CCCCC4)cnc3c2c1
    .	20	.	-13	.	.	2	.	13	-16
C=CCNC(=O)c1ccc(Cn2c(=S)[nH]c3cc4c(cc3c2=O)OCO4)cc1
    0.1	41	-0.2	2	2	-11	-2	.	-31	-27
O=C(NCc1ccccc1)C(c1ccco1)N(C(=O)c1csnn1)C1CC1 (centres undefined)
    -1.2	20	-0.4	5	3	-1	-3	-1.4	-1	9
COc1ccc(C(=O)Nc2c3c(nn2-c2cccc(Cl)c2)CS(=O)C3)cc1 (centres undefined)
    0.0	21	-2.9	5	7	-4	4	.	-2	-14
Cc1ccc(C)c(NC(=O)C(OC(=O)c2cnc(C)cn2)c2ccccc2)c1 (centres undefined)
    1.2	.	i	-1	-1	0	.	-2.0	2	-2
Cc1ccc(C(=O)NNC(=O)C(NC(=O)c2cccc(C)c2)C(C)C)cc1 (centres undefined)
    -0.5	.	i	0	-2	-4	.	1.4	-2	-8
COc1ccc(CCNC(=O)c2cc(-c3ccco3)on2)cc1OC
    -1.1	18	-0.2	2	5	-3	0	0.5	3	-6
CC1(C)C[C@H]2C3=CCC4[C@@]5(C)CC[C@H](O)[C@@](C)(CO)C5CC[C@@]4(C)[C@]3(C)C[C@@H](O)[C@@]2(CO)[C@@H](O)[C@@H]1O (some centres undefined)
    -2.1	.	-0.2	4	6	7	.	0.4	-2	-4
Cc1ccc(C(=O)NCC(=O)NCc2ccc(Cl)cc2)s1
    -0.6	.	-5.0	8	1	-4	.	0.2	0	-21
O=C(Nc1nc2c(F)cccc2s1)C1CC1
    -0.9	21	i	4	5	2	-4	-2.0	-2	-17&-13
Cc1ccc(C2/C(=C(\O)c3cnn(-c4ccccc4)c3C)C(=O)C(=O)N2CCN(C)C)o1 (centres undefined)
    0.4	12	i	-2	0	0	3	.	-5	.
COC(=O)c1ccc(C2/C(=C(\O)c3ccc4c(c3)OCCO4)C(=O)C(=O)N2CCCN2CCOCC2)cc1 (centres undefined)
    0.0	17	-4.2	1	5	-3	-2	3.7	4	.
COc1cc(/C=C/C(=O)OCC(=O)Nc2ccc3c(c2)OCCO3)ccc1OCC#N
    -1.0	-5	-0.4	-5	-3	3	1	0.1	-6	-1
COc1cc(-c2cc(-c3ccc(F)cc3)nc(N)c2C#N)ccc1O
    2.7	8	-0.5	6	-1	-2	3	2.6	-5	-11
COc1ccc(CCN(C)CCC(=O)Nc2c(C)cc(C)cc2C)cc1OC
    0.6	29	-3.8	4	5	0	3	.	-2	-11
CCOC(=O)N1CCC(N2CCCC(CO)(Cc3cccc(OC)c3)C2)CC1 (centres undefined)
    -0.2	-14	-0.2	-15	5	1	-1	0.7	-5	-5
COC(=O)c1c(-c2ccsc2)oc2ccc(-c3cc(OC)c(OC)c(OC)c3)cc12
    3.6	.	-11	2	-7	-4	.	0.0	0	-21
C=C(NS(=O)(=O)c1ccc(C)cc1)C(=O)OC
    -0.3	.	6.2	-4	-3	-7	.	-0.2	.	-10
COc1cc(C(=O)Nc2ccc3ccccc3c2)cc(OC)c1OC
    .	15	.	4	.	.	8	1.0	.	-5
CCN(CC)C(=O)N1c2ccccc2Sc2ccccc21
    -0.3	-12	-0.3	-13	-2	-9	0	1.1	-4	-53
CCN(CC)CCCN(Cc1cc2cc3c(cc2[nH]c1=O)OCO3)C(=S)NCCCOC
    0.0	49	-0.2	12	-7	2	-5	1.4	-7	-17
Cc1cc(C(C#N)c2ccccc2F)n2ncnc2n1 (centres undefined)
    1.7	19	i	14	11	-2	1	.	5	-1
CC(C)NS(=O)(=O)c1ccc(CCC(=O)Nc2cc(Cl)ccc2Oc2ccccc2)cc1
    0.7	2	i	11	11	1	4	.	-21	-5
O=C(Nc1ccccc1)c1cccc(N2C(=O)C3C4C=CC(C4)C3C2=O)c1 (centres undefined)
    0.3	14	-0.5	-2	-2	-3	2	1.5	3	-3
Cc1cccc(N=C2NC(=O)c3cc([N+](=O)[O-])ccc32)c1
    1.5	20	-0.3	2	-4	-2	3	-0.9	0	9
O=C(Nc1cccc([N+](=O)[O-])c1)C1CC(=O)N(Cc2ccccc2)C1 (centres undefined)
    -1.8	8	i	7	-8	-2	-4	1.5	-9	1
CC(C)c1cc(CN2CCN(CCC#N)CC2)cc(C(C)C)c1O
    -0.2	19	-1.9	-1	-2	0	-4	.	-3	-10
CS(=O)(=O)Nc1ccc(C(=O)N2CCCC2)cc1
    0.3	-19	-0.3	2	5	-1	-4	.	-4	3
Cc1ccnn1CCSCC(=O)O
    -1.0	35	i	10	-6	0	-5	.	-4	-16
CN(CC1CCOCC1)C(=O)c1ccc2nc(Cc3cccc(Cl)c3)oc2c1
    0.5	10	-0.5	1	22	-2	4	0.1	5	-10
O=C(NC(=S)N(CCO)Cc1ccccc1)c1cc(Br)ccc1Cl
    1.0	10	i	-36	17	-5	-1	0.5	-6	1
Cc1c(C(=O)N2CCOCC2)sc2nc(-c3ccccc3)cn12
    -1.7	25	.	-6	0	-15	-1	.	2	-6
CCOC(=O)c1c(C)noc1CP(=O)(c1ccccc1)c1ccccc1
    1.4	-18	1.0	3	-10	0	-3	.	6	-17
COC(=O)c1cccc(CSc2nnc(C)s2)c1
    0.6	32	0.0	9	-5	7	-3	.	0	-10
CN(CC(=O)N1CCCCCC1)S(=O)(=O)c1ccc(F)cc1
    0.5	38	-0.7	2	1	-5	5	1.7	1	-3
CCCCCc1ccc(-c2ccc(OCC)cc2)nc1
    2.3	16	-1.4	4	19	2	0	-1.7	9	-5
COc1cc(/C=C/C(=O)OCC(=O)NC(=O)NC2CCCC2)ccc1OCC#N
    -0.1	.	i	0	16	-5	.	1.1	.	3
CCOc1ccc(Br)cc1S(=O)(=O)Nc1cccc(S(=O)(=O)N2CCOCC2)c1
    -0.1	.	-0.8	1	7	-4	.	-1.1	.	-1
C=CCn1c(C)cc(C(=O)CSc2nnc(NCc3ccccc3)s2)c1C
    0.7	8	-0.3	0	-15	-19	10	.	-7	14
COc1cccc(C(C)NC(=O)Nc2cccc(C(F)(F)F)c2)c1 (centres undefined)
    0.6	14	-0.3	-9	1	-3	2	.	-26	-28
CCOC(=O)C1CCN(C(=O)COC(=O)c2ccc(Br)o2)CC1
    0.8	10	-0.3	2	-3	1	-5	-0.7	-4	-11
COc1cc2cc(CN(Cc3ccc4c(c3)OCO4)C(=O)c3ccco3)c(=O)[nH]c2cc1OC
    -0.4	.	-1.8	6	4	-4	2	.	-7	-17
NC(=O)c1ccsc1NC(=O)COC(=O)Cc1ccccc1
    0.9	.	-0.8	12	-5	9	.	0.5	0	-10
COC(=O)c1ccc([C@H](NC(=O)c2ccco2)[C@]2(C)C[C@H]2C2CCCCC2)cc1
    68*	.	-0.1	-10	39	-5	.	1.6	-10	17
Cn1c(SCC(=O)NC2CC2)nnc1-c1ccc(Cl)cc1
    0.6	.	-3.1	4	-2	-3	.	0.6	-1	-13
CCOC(=O)CSc1nc(N)nc(C)c1Cl
    1.2	-5	-0.5	6	11	7	3	1.9	4	5
CSc1ccccc1NC(=O)Cn1c([N+](=O)[O-])cnc1C
    -1.9	9	-0.4	-1	8	6	-1	-0.1	-8	-16
CC(C)C[C@H](NC(=O)[C@@H]1O[C@H]1C(=O)O)C(=O)NCCCCN=C(N)N
    -0.9	-18	0.6	-1	2	-2	0	-0.6	-1	-9
COc1cc(Cl)c(C)cc1NC(=O)CSc1ccccc1
    2.5	11	-0.2	-6	2	-3	3	0.1	-2	-86
O=C(NCCCN1CCOCC1)c1ccc2nc(Cc3cccc(Cl)c3)oc2c1
    -0.7	18	-0.4	9	13	-1	-1	-0.4	-1	2
CC(=O)Nc1cc(-c2cccc(C(=O)NCCN(C)C)c2)cn2c(-c3ccc(F)c(Cl)c3)cnc12
    .	.	i	.	-21	-3	.	1.0	.	.
CC(=O)N1CCN(Cc2nc3cc(Cl)ccc3c(=O)[nH]2)CC1
    -0.6	2	-0.2	3	-2	-4	6	-3.8	5	13
Cc1nc2sc(C(c3cccc(F)c3)N3CCCC(C)C3)c(O)n2n1 (centres undefined)
    -0.2	14	-0.8	2	-5	-4	1	.	2	-15
COc1cc(C(c2c(C)[nH]n(-c3ccccc3)c2=O)c2c(C)[nH]n(-c3ccccc3)c2=O)cc(OC)c1OC
    1.7	21	5.3	2	-10	-7	-6	0.0	-178	11
COc1ccc(Nc2nc(N)nc(CSc3nnc(N)s3)n2)cc1
    -0.1	17	-0.4	3	5	-10	0	.	-1	-1

This is a subset (hit frequency here may not be typical).
